Screens: PubChem, several laboratories
Insulin prom up – MIN6 insulin promoter up-regulation. z-score at 5 µM. MIN6 insulin promoter-GFP reporter, high-content imaging; active compounds read high. AID 1625. actives 0.3% (n = 190,000);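 active = z-score above 3 at 5 µM with at least 500 cells counted in the well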
b-catenin transl – modulators of beta-catenin nuclear translocation | actives 0.3% (n = 190,000) | HeLa beta-catenin nuclear translocation, immunofluorescence imaging | nuclear translocation activity, % at 5 µM | AID 1665;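 active = nuclear translocation activity above 50% at 5 µM, with a well cell count of 50 or more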;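 also: per-cell ratio of nuclear to cytoplasmic median beta-catenin stain intensity; plate controls were DMSO negative control for no effect and GSK-3 inhibitor IX positive control for full effect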
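assay system = human HeLa cells, endogenous beta-catenin | times = compound treatment 24 h, 37°C, 5% CO2 | detection = Anti-beta-catenin immunofluorescence on PFA-fixed, Triton-permeabilized cells, DAPI nuclei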
Autophagy HCS – alters autophagy in cells; calls only at 10 µM (by protocol); actives 0.98% (n = 190,000); MEF GFP-LC3 puncta imaging; test concentration mostly 10 µM;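 active = percentage of spot-positive cells more than 3 SD above its plate mean, without a fluorescence outlier flag or 80% toxicity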;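 also: spot-positive cell cutoff set from DMSO-treated cells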
WT yeast gro inh – growth inhibition of WT yeast, mitochondrial fusion screen | AID 1362 | inhibition, % at 10 µM | mitochondrial fusion phenotypic screen, WT strain | actives 2.1% (n = 190,000); in the data active = inhibition above about 58%; tested in S. cerevisiae
Lipid droplet – modulators of hepatic lipid droplet formation; actives 0.4% (n = 240,000); AML12 mouse hepatocytes, oleate lipid droplets, BODIPY imaging; inhibition, % at 6.5 µM; AID 1656;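 active = lipid droplet intensity inhibited by at least 50%, with more than 500 cells counted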
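System: AML12 hepatocytes (mouse). Probe or stimulus: oleic acid at 100 µM to induce lipid droplet formation. Times: overnight treatment with compound plus oleate. Detection: Image-based BODIPY and DAPI two-channel analysis. Evaluation: percent inhibition of filter-corrected integrated lipid droplet intensity per well.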
T cell HTS – T cell immune modulation candidate. 2C CD8+ T cell-vesicle binding, flow cytometry; active compounds read low. calls only at 7 µM. actives 0.068% (n = 330,000);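 active = response, share of CD8 T cells binding vesicles, and their 90th percentile fluorescence all below set limits, cut at about 80% in these data, passing the limit was not always enough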
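Also added: QL9-peptide-loaded Drosophila micro-vesicles bearing Ld, ICAM-1 and B7-1; Test system: purified 2C TCR transgenic mouse naive CD8+ T cells; Measured by: cytometric PE anti-B7-1 and Alexa647 anti-CD8 signals after 1% paraformaldehyde fixation; Timing: binding step 1.5 h, 37 °C, antibody labelling 20 min, ice.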
Myeloid diff 2 – myeloid differentiation induction | actives 1% (n = 360,000) | ER-HoxA9 myeloid progenitors, lysozyme-GFP differentiation, flow cytometry | AID 624256 | calls only at 10 µM;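 active = normalized GFP-positive differentiation at or above the plate's own cutoff, the solvent-only control mean plus 3 SD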;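 also: cells exposed to compound for four days before flow analysis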
MT stabilizer – microtubule stabilizers in HeLa cells; HeLa tubulin immunostaining HCS, 24 h; share of cells brighter than vehicle mean+2SD; % tubulin-high responders, % at 10 µM; actives 0.83% (n = 200,000); AID 2205;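 active = plate Z-score above 3 for both tubulin-high and condensed-nucleus cell shares, with cell loss under 80%, at 10 µM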;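 also: anti alpha tubulin signal scored within the nucleus-defined area of each cell; some results filed as inactive read as strong as hits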
West Nile virus CPE – inhibition of WNV-induced cytopathic effect – cell-based, CPE readout (AID 1621); West Nile virus-infected cells, CPE inhibition; higher % means a stronger effect; CPE inhibition, % at 10 µM, or IC50 in µM where a hit was titrated; actives 0.02% (n = 290,000); in the data active = a potency from the dose series; also: strong numbers were not always called active
WT yeast gro inh mutant strain – also measured in WT yeast gro inh; calls as there; inhibition, %; mitochondrial fusion phenotypic screen, mutant strain inhibition
Insulin prom up cell count – recorded beside Insulin prom up, whose call it bears; cell count; measured here: cytotoxicity, nuclei count;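 total cells summed across four imaged fields per well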
Lipid droplet cells 6.5 µM – recorded beside Lipid droplet, whose call it bears; cell count; measured here: cell count, cytotoxicity flag;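 cells counted across two imaged fields per well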
b-catenin transl cell count 5 µM – second read-out of b-catenin transl, no call of its own (marks repeat the call); cell count; measured here: cell count, cytotoxicity flag
T cell HTS vesicle-bound % – second read-out of T cell HTS, no call of its own (marks repeat the call); double positive events, %; measured here: CD8+ vesicle-bound cell fraction;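 binding gate set so that unloaded-vesicle control wells show 10% double positive cells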
MT stabilizer Hoechst-high % – second read-out of MT stabilizer, no call of its own (marks repeat the call); % Hoechst-high responders; measured here: nuclear condensation Hoechst responders;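 share of cells brighter than vehicle mean plus two SD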
MT stabilizer cytotoxicity % – also measured in MT stabilizer; calls as there; toxicity, %; measured here: cytotoxicity by cell density;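 0% = mean cell density of plate MIN control wells and 100% = no cells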
Autophagy HCS cell loss 18 h – also measured in Autophagy HCS; calls as there; toxicity, %; measured here: cell loss, nuclei count;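 cell loss after 18 h compound exposure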
Myeloid diff 2 GFP+ MAC1+ % – also measured in Myeloid diff 2; calls as there; GFP+ MAC1+ double positive, %; measured here: differentiation confirmed by MAC1 staining
Active calls of the source: *; i = inactive; . = not tested or not shown; + = active, no number.

Structure,Myeloid diff 2 GFP+ MAC1+ %,MT stabilizer,Insulin prom up cell count,b-catenin transl cell count 5 µM,T cell HTS,Lipid droplet,WT yeast gro inh,WT yeast gro inh mutant strain,b-catenin transl,Autophagy HCS,T cell HTS vesicle-bound %,Lipid droplet cells 6.5 µM,Autophagy HCS cell loss 18 h,MT stabilizer cytotoxicity %,West Nile virus CPE,MT stabilizer Hoechst-high %,Myeloid diff 2,Insulin prom up
CCN1C(=O)/C(=C/N2CCc3ccccc32)SC1=S,0.7,3.0,1441,.,i,2,-41,-24,.,+,16,689,-5.3*,3.8,0.0%,2.1,i,-1.2
Cc1ccc(S(=O)(=O)CC(=O)Nc2c(C)n(C)n(-c3ccccc3)c2=O)cc1,0.7,1.6,1263,1098,i,-9,3,-4,-1.7,i,18,601,-3,6.4,1.4%,1.9,i,-0.55
CN(CCO)CCOCCOc1cccc2ccccc12,0.7,3.0,1110,1019,i,-5,-7,11,-1.5,i,51,664,-2,4.4,0.1%,1.0,i,-0.07
Cc1nc2cc(N3CCCCC3)c(NC(=O)c3ccncc3)cc2c(=O)n1Cc1ccc(Cl)cc1,.,5.1,.,.,i,24,3,7,.,+,32,742,21*,1.6,.,1.4,.,.
O=C(O)c1cn(-c2ccccc2)nc1-c1ccncc1,0.9,1.9,1136,1073,i,-4,16,-1,1.2,i,28,754,-5,4.5,0.0%,1.6,i,-0.03
N#Cc1nc(COc2ccc(Cl)cc2)oc1N1CCCCCC1,0.6,5.6,1247,.,i,2,22,-4,.,i,47,734,12,2.8,-0.7%,3.4,i,0.55
CN(CCN1CCOCC1)C(=O)c1cc(COc2ccc(F)c(F)c2)on1,0.0,.,.,.,i,-7,.,.,.,.,13,679,.,.,0.2%,.,i,.
Cc1ccc(C(=O)C[n+]2cccc(C(N)=O)c2)cc1,0.8,.,1383,1228,i,0,.,.,0.1,.,58,696,.,.,0.1%,.,i,-0.71
CCC(Sc1nc2cc(OC)c(OC)cc2c(=O)n1Cc1ccc(OC)cc1)C(=O)NCCOC (stereo unspecified),0.1,1.9,.,1153,i,17,2,10,-0.8,i,2,727,22,2.4,-0.6%,2.5,i,.
CCOc1ccc(C(=O)N2CCc3ccccc32)cc1OCC,1.6,.,.,.,i,1,.,.,.,.,70,819,.,.,-0.3%,.,i,.
O=C(Nc1ccc(Cl)cc1)C1C2C=CC3(O2)C1C(=O)N(CCCN1CCCCC1)C3C(=O)NC1CCCCC1 (stereo unspecified),4.6,.,.,.,i,1,.,.,.,.,41,792,.,.,0.6%,.,i,.
O=C(COC(=O)Cc1cccc2ccccc12)Nc1ccccc1-c1ccccc1,0.2,6.4,1164,1116,i,18,49,-6,0.2,i,59,702,16,12,-0.6%,3.1,i,-1
COc1cc(NC(=O)C2C3CCC(O3)C2C(=O)O)cc(OC)c1 (stereo unspecified),1.0,.,.,.,i,1,.,.,.,.,39,748,.,.,-0.1%,.,i,.
CCc1ccc(CN2CCCC(CCC(=O)N3CCN(c4ccccn4)CC3)C2)o1 (stereo unspecified),0.3,.,1189,1390,i,11,.,.,0.2,.,26,781,.,.,-1.3%,.,i,-0.35
COC(=O)CSc1ccc(S(=O)(=O)N2CCCCCC2)cc1[N+](=O)[O-],0.4,.,1272,1064,i,21,-7,-8,0.2,i,7,665,-7,.,-0.2%,.,i,0.19
CCN1C(=O)C(CC(=O)Nc2ccccc2)S/C1=N\c1ccccn1 (stereo unspecified),0.5,2.0,1276,1002,i,-3,0,8,1.9,i,20,706,18,3.1,-0.9%,1.9,i,-0.2
COc1ccccc1NC(=O)C(C/C=C(/C)Cl)C(C)=O (stereo unspecified),0.6,3.7,.,1176,i,-33,5,-15,0.6,i,63,658,-4,7.0,-0.4%,2.1,i,.
COCCC(=O)NC12CC3CC(CC(C3)C1)C2,9.5,2.9,1251,1052,i,12,-9,-11,1.3,i,7,778,-6,1.8,-0.4%,1.7,i,-0.31
O=C(Nc1ccccc1)N(CCCN1CCOCC1)Cc1cc2cc3c(cc2[nH]c1=O)OCCO3,0.6,3.3,.,956,i,-4,-6,-8,2.1,i,20,730,-6,8.5,0.0%,2.7,i,.
CC1CC(C(F)(F)F)n2ncc(C(=O)O)c2N1 (stereo unspecified),0.5,2.4,1162,1075,i,-2,27,47,-2.6,i,35,707,-3,5.7,0.2%,1.4,i,0.32
CCCCCCSc1nnc(N)s1,1.1,.,1425,1109,i,-2,.,.,-2.1,.,6,710,.,.,-0.2%,.,i,-0.59
C=CCn1c(SCC(=O)Nc2cc(C)ccc2OC)nnc1-c1ccco1,1.5,3.0,949,1104,i,.,0,8,1.5,i,6,.,-2,7.0,-0.6%,2.6,i,-1
O=C(Nc1cccc(-c2nc3cccnc3s2)c1)c1ccco1,1.2,2.1,1264,.,i,-3,5,6,.,i,39,668,1,6.6,0.2%,2.5,i,0.07
O=C(C[n+]1ccc(C(=O)NCc2ccccc2)cc1)c1ccc(OC(F)F)cc1,0.3,3.6,.,1089,i,4,-1,12,-0.9,i,16,686,4,5.7,0.0%,1.6,i,.
CN1CCN(C(=O)c2cnn(-c3ccccc3)c2NC(=O)c2ccccc2F)CC1,1.7,2.1,.,821,i,.,-11,-5,-1.5,i,30,.,1,11,-0.1%,1.7,i,.

Looked up by structure from the entries so far (2):
Structure,Myeloid diff 2 GFP+ MAC1+ %,MT stabilizer,Insulin prom up cell count,b-catenin transl cell count 5 µM,T cell HTS,Lipid droplet,WT yeast gro inh,WT yeast gro inh mutant strain,b-catenin transl,Autophagy HCS,T cell HTS vesicle-bound %,Lipid droplet cells 6.5 µM,Autophagy HCS cell loss 18 h,MT stabilizer cytotoxicity %,West Nile virus CPE,MT stabilizer Hoechst-high %,Myeloid diff 2,Insulin prom up
O=C(COC(=O)Cc1cccc2ccccc12)Nc1ccccc1-c1ccccc1,0.2,6.4,1164,1116,i,18,49,-6,0.2,i,59,702,16,12,-0.6%,3.1,i,-1
CCN1C(=O)/C(=C/N2CCc3ccccc32)SC1=S,0.7,3.0,1441,.,i,2,-41,-24,.,+,16,689,-5.3*,3.8,0.0%,2.1,i,-1.2

Next section:
Structure,Myeloid diff 2 GFP+ MAC1+ %,MT stabilizer,Insulin prom up cell count,b-catenin transl cell count 5 µM,T cell HTS,Lipid droplet,WT yeast gro inh,WT yeast gro inh mutant strain,b-catenin transl,Autophagy HCS,T cell HTS vesicle-bound %,Lipid droplet cells 6.5 µM,Autophagy HCS cell loss 18 h,MT stabilizer cytotoxicity %,West Nile virus CPE,MT stabilizer Hoechst-high %,Myeloid diff 2,Insulin prom up
CN(C(=O)CSc1nnc(-c2cccnc2)n1-c1ccccc1F)C1CCS(=O)(=O)C1 (stereo unspecified),0.3,2.3,1193,1147,i,3,-8,-1,-1.0,i,50,699,-4,2.5,0.8%,2.6,i,-0.54
C/C(=N\NC(=O)CNC(=O)c1cccs1)c1ccc(Cl)c(Cl)c1,1.1,.,.,.,i,2,.,.,.,.,10,728,.,.,-1.1%,.,i,.
COc1ccc(C(=O)NCc2nnc(SCC(=O)NO)n2Cc2ccccc2)cc1,0.5,4.7,1238,1063,i,8,12,0,-0.4,i,23,708,5,1.9,0.2%,3.0,i,0.65
COc1ccc(CNS(=O)(=O)NCc2ccc(C)cc2)cc1OC,0.3,4.3,1081,1090,i,-4,-11,-2,-1.0,i,53,682,11,3.1,.,1.3,i,-0.18
CCOc1ccc(NC(=O)NCc2ccccn2)cc1,0.4,.,.,.,i,-28,.,.,.,.,18,826,.,.,0.3%,.,i,.
COc1c(C(=O)Nc2ccc3[nH]c(=O)[nH]c3c2)cc2ccccc2c1Br,0.2,3.2,1465,1482,i,6,20,9,0.6,i,46,643,-4,11,-0.7%,1.1,i,-0.53
CCOC(=O)c1cc2sc(C)cc2n1CC(=O)N1CCOCC1,1.5,3.8,1138,1102,i,.,0,7,0.7,i,23,.,-2,6.4,-0.5%,3.1,i,0.37
Cc1cccc2c(=O)cc(C)n(Cc3ccccc3)c12,0.7,4.1,1494,.,i,-8,18,5,.,i,13,702,-11,2.1,-1.5%,3.3,i,-0.69
Cc1occc1C(=O)N1CCCc2ccccc21,0.4,2.5,1224,.,i,4,-3,-9,.,i,28,753,-3,10,-1.2%,1.9,i,0.1
CN(C)c1ccc(C2(O)C(=O)c3ccccc3C2=O)cc1,0.1,3.2,1410,608,i,.,-4,-19,-3.7,i,52,.,5,5.8,-0.6%,2.4,i,-0.07
CN1CC(c2ccc(C#N)cc2)C2(COc3ccccc3C2=O)C12C(=O)Nc1ccccc12 (stereo unspecified),1.2,1.6,.,.,i,.,35,36,.,i,43,.,1,8.5,-0.8%,1.0,i,.

Random draw from the library; about 3.9% have a hit in one of these screens.
